MRP1 act – H69AR viability gain despite doxorubicin, primary screen, MRP-1 activator project, H69AR cells, CellTiter-Glo | viability rescue | viability increase, % at 10 µM | 140,000 tested, 0.61% active | AID 799, 2007;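 active = viability gain under doxorubicin at or above a set limit, the compound median plus 3 SD, cut at about 4.7% in these data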;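 also: MRP-1 overexpressing cells given doxorubicin 25 µM after compound pretreatment; 18-22 h compound pretreatment then 72 h with doxorubicin before readout; 0% = doxorubicin-only wells and 100% = vehicle-treated cells without doxorubicin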
E-sel TNF inh – E-selectin induction blockers in HUVEC – imaging, immunofluorescence, high content, primary screen; 120,000 tested, 0.71% active; HUVEC TNFa-induced E-selectin immunofluorescence; inhibition, % at 2 µM;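 active = inhibition above the batch mean plus 3 SD, and confirmed as a hit on visual image review, cut at about 43% in these data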;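 also: 0% = TNF-stimulated DMSO wells and 100% = unstimulated control wells; not every result past the cut was called active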
GALR2 blocker – GALR2 antagonists in receptor-expressing cells, primary screen; Galanin receptor type 2 (Homo sapiens), O43603; antagonist mode; inhibition, % at 4 µM; 140,000 tested, 0.39% active; AID 828, 2007; in the data active = inhibition above about 27%;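 also: cells stimulated with galanin 1-16 at roughly its EC80; 0% = agonist challenge control and 100% = basal control without agonist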
Target sequence (O43603 whole entry, looked up): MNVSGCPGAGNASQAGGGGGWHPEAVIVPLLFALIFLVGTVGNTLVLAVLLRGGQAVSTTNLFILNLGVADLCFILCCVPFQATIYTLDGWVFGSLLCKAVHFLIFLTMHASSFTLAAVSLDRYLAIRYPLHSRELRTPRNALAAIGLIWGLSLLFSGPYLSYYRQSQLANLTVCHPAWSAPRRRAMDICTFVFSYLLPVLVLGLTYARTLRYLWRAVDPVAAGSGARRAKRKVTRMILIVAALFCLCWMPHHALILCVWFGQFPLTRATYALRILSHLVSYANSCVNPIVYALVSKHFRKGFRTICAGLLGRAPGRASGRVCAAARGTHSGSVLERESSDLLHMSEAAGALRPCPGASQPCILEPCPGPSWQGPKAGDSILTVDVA
HCT116 bCat-KO – primary screen for growth suppressors in beta-catenin knockout HCT116 cells (colon tumor, human); HCT116 beta-catenin knockout viability, CellTiter-Glo, 60 h; hits give low values; viability, % at 10 µM; 140,000 tested, 1.5% active; AID 818, 2007;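 active = viability at or under a set limit, the compound median less 4 SD, cut at about 6% in these data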;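 also: 0% = Hyamine 1622 control at 20 µM and 100% = untreated cell control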
Yeast lifespan up – compounds extending yeast replicative lifespan, primary screen, S. cerevisiae, OD615 | S. cerevisiae growth with nicotinamide; deaD strain in restrictive glucose medium | inhibition of the nicotinamide effect, % at 10 µM | 130,000 tested, 0.68% active;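 active = inhibition above a set limit, placed 3 SD over the median of all compounds, cut at about 26% in these data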;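 also: 0% = nicotinamide-treated wells and 100% = cells grown without nicotinamide; some compounds called inactive have numbers as strong as hits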
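System: DeaD-strain S. cerevisiae / Buffer or medium: CSMM-D, restrictive glucose (dextrose) synthetic minimal medium / Probe or stimulus: nicotinamide, 1.5 mM, co-present with compound / Compound: one concentration, 10 µM, DMSO 0.25% / Incubation: 48 h compound exposure at 30 °C, humidified / Technique: optical density (absorbance) at 615 nm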
Measles CPE – compounds protecting cells from measles virus cytopathic effect, primary screen, measles RdRp inhibitor project, single point, MLSMR library, absorbance; AID 841, 2007; Measles virus-infected cells, CPE protection; 140,000 tested, 1.5% active; protection (pct of control), % at 4 µM; in the data active = protection mostly above about 24%, no sharp cut-off; inactive = mostly below about 26%; also: some compounds called inactive have numbers as strong as hits
NPY-Y2 antag – NPY-Y2 receptor antagonists, primary screen, cell-based. NPY-Y2 expressing cells, antagonist mode. inhibition, % at 2.7 µM. 140,000 tested, 0.99% active; in the data active = inhibition above about 17%;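 also: 0% = vehicle with agonist challenge and 100% = reference antagonist with challenge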
Target sequence (P49146 whole entry, looked up): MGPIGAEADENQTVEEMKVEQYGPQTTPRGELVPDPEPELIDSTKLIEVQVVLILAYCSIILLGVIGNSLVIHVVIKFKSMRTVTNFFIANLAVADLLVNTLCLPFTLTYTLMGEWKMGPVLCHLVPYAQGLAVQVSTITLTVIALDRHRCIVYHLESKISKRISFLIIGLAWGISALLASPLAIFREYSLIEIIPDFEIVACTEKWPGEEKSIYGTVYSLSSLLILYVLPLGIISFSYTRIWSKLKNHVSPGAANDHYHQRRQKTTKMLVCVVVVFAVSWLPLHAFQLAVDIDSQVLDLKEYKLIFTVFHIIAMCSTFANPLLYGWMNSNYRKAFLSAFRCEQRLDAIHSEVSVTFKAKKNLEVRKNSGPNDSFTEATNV
Phagocytosis inh – inhibitors of macrophage phagocytosis, primary screen, imaging, J774A.1 cells, IgG beads. J774A.1 macrophage IgG-bead phagocytosis. inhibition, % at 5 µM. 110,000 tested, 0.07% active. AID 1029, 2008;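 active = inhibition above the mean of the plate negative controls plus 5 SD, cut at about 13% in these data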;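 also: phagocytic index as fraction of beads internalized from green versus red external bead signal; plate controls were DMSO negative control for no effect and cytochalasin-D positive control for full effect; some results beyond the cut were filed as inactive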
PTEN del growth – growth suppression of PTEN-null HCT116, primary screen, cell-based, CellTiter-Glo | HCT116 PTEN-null viability, 60 h; hits give low values | viability, % at 10 µM | 140,000 tested, 1.2% active;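 active = viability at or below a set limit, 4 SD under the median of all tested compounds, cut at about 3.7% in these data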;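 also: PTEN knockout HCT116 line with beta catenin targeted HCT116 as companion control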
Yeast growth inh – growth inhibitors of yeast BB579 in restrictive medium, primary screen, yeast lifespan-shortening project, S. cerevisiae. OD615, 48 h. inhibition, % at 10 µM. 140,000 tested, 0.51% active. AID 804, 2007;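 active = inhibition above a set limit, 3 SD over the mean compound inhibition, cut at about 44% in these data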; also: inactives centre near -24
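Test system: S. cerevisiae DeaD strain BB579 yeast; Medium: restrictive CSMM-D medium; Compound: one dose, 10 µM compound with 0.25% DMSO; Incubation: 4 h cell preincubation, 48 h compound exposure, 30 °C humidified; Signal: OD at 615 nm; Benchmarks: amphotericin B at 10 µg/mL as positive control.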
* marks the source's active call; other numbers are inactive results; / = not tested or not shown.

SMILES	MRP1 act	E-sel TNF inh	GALR2 blocker	HCT116 bCat-KO	Yeast lifespan up	Measles CPE	NPY-Y2 antag	Phagocytosis inh	PTEN del growth	Yeast growth inh
O=C(Cn1nnc(-c2cccs2)n1)N1CCc2ccccc2C1	0.2	-11	4	103	-9	13	8	-1	101	-46
CCC(CC)C(=O)Nc1cccc(-c2nc3ccccc3o2)c1	0.5	-5	-9	82	-19	12	0	0	81	-66
CC(=O)N1CCC(N(C(=O)Nc2c(F)cccc2F)C(C)C)CC1	-0.6	6	6	101	-3	6	6	1	94	-19
COc1ccc(C2=NOC(C(=O)NCc3cccs3)C2)cc1 (stereo not given)	-1.1	-5	-2	95	4	12	9	/	105	-49
Cc1cc(Cl)ccc1OC(C)c1nnc(N)s1 (stereo not given)	0.2	4	-2	97	-14	3	2	-1	92	-5
Brc1ccc(CN2CCN(c3ccccn3)CC2)s1	2.8	7	-4	74	-6	8	3	-2	80	-43
O=C(O)CC/C(=N\NC(=O)c1ccccc1Br)c1ccccc1	-1.2	/	5	98	1	2	2	-3	99	-43
CC(C)c1ccccc1NC(=S)NCc1ccccc1F	-2.5	/	-1	90	5	24	0	-6	101	-4
CC(C)(C)C(=O)[C@H]1[C@H](c2ccccc2)[C@@]2(N=C(c3ccccc3)OC2=O)C2c3ccccc3C=NN21 (stereo not given in full)	-3.5	-9	3	72	11	15	4	/	69	-64
COc1ccc2cc(C3CC(c4ccco4)=NN3C(=O)CCC(=O)O)c(Cl)nc2c1 (stereo not given)	-0.3	5	6	96	2	3	2	-12	97	-50
CCOc1ccc(NC(=O)CN(C)CC(=O)NC2CCCc3ccccc32)cc1OCC (stereo not given)	-3.1	-9	-5	98	-15	13	2	0	96	-12
COc1ccc(C(=O)Nc2ccccc2NC(=O)c2ccco2)cc1OC	-0.4	-11	10	97	-12	6	6	2	95	-10
O=C(N[C@@H](Cc1c[nH]c2ccccc12)C(=O)NC1CC1)c1ccccc1Cl	-2.8	16	-3	103	1	16	2	-7	98	4
CNC[C@H](O)c1cccc(O)c1	-1.3	/	12	103	4	16	1	/	105	-27
O=C(/C=C/c1ccc(Br)cc1)NC(=S)Nc1ccc(S(=O)(=O)Nc2nccs2)cc1	-0.5	-2	-18	97	2	6	1	-7	101	-45
Cc1ccc2nnnc(-c3ccccc3)c2c1	-3.2	/	-22	90	1	9	3	-1	86	-13
COc1ccccc1NC(=O)C(=O)N/N=C(\C)CC(=O)Nc1ccc(OCc2ccccc2)cc1	0.1	-18	-10	100	-19	2	-1	-1	99	-45
CCn1cc(C(=O)NCc2ccc(Cl)cc2)c(=O)c2cc(S(=O)(=O)N3CCOCC3)ccc21	-2.1	-22	-6	68	-6	1	-1	0	63	-19
CC(C)N(CCCNC(=O)CC1Oc2ccccc2NC1=O)Cc1ccccc1 (stereo not given)	-2.6	14	6	90	-7	8	2	0	95	17
Cc1cccc(N2CC(C(=O)OCC(=O)c3ccc(OC(=O)c4cccs4)cc3)CC2=O)c1C (stereo not given)	-1.8	48	8	95	-4	2	2	-1	104	-22
COc1ccccc1-c1nc(C#N)c(N2CCN(Cc3ccccc3)CC2)o1	-1.6	/	-11	87	-17	1	5	-1	81	-43
COc1ccccc1NC(=O)CSc1nnc(-c2ccc(NC(C)=O)cc2)n1C	-3.9	67*	11	88	-23	4	5	0	80	-31
CCOc1cc(C2CC(=O)NC3=C2C(=O)C(C(=O)OC)C(C)C3)cc(Cl)c1O (stereo not given)	-1.0	-8	-6	93	-15	6	2	/	102	-18
CC(=O)Nc1ccc(OCC(O)Cn2cnc3ccccc32)cc1 (stereo not given)	-3.5	2	-1	106	-6	8	1	/	97	28
Cc1cc(NC(=O)CSc2nc3ccccc3n2CC(=O)N2CCCCC2)no1	-3.5	-27	3	103	-13	3	2	-1	107	-37
O=C(CCNc1cccc(C(F)(F)F)c1)c1ccco1	-5.6	-15	-12	43	-15	5	2	/	67	-11
COc1ccc(-n2nnnc2-c2cnc(N3CCCC3)nc2C(F)(F)F)cc1	-1.2	100*	-3	70	-11	6	0	/	/	-7
COc1ccc(OC(C)C(=O)N2CC(C)OC(C)C2)cc1 (stereo not given)	-1.7	-17	-7	97	4	1	3	-1	104	-37
CCOc1cc(C(=O)Nc2nnc(C)s2)cc(OCC)c1OCC	-0.7	/	4	102	-4	1	1	0	104	-13
COc1ccc(-c2cc(C(=O)Nc3cc(C)nn3-c3ccccc3)no2)cc1	-4.1	-6	13	90	-7	7	1	8	74	19
CCC(C)C(=O)Nc1nc2c(s1)C(=O)CC(C)(C)C2 (stereo not given)	-1.8	/	-5	97	-7	7	1	0	96	-25
Cn1c(Cn2c(=O)sc3ccccc32)nnc1SCC(=O)N1CCN(c2ccccc2)CC1	-1.1	-31	17	94	-2	13	0	/	103	-39
Cc1cc(/C=C2/NC(=O)N(Cc3ccccc3F)C2=O)c(C)n1C	0.5	-1	4	89	27*	15	1	-1	98	-55
COc1ccc(CCn2c(=N)c(C(=O)NCc3ccco3)cc3c(=O)n4cccc(C)c4nc32)cc1	-3.5	-5	-1	14	-15	4	2	0	21	-62
CCc1cc2cc(C(=O)Nc3ccccc3F)sc2s1	1.5	-29	-9	88	-5	16	12	0	101	-67
Cc1cc(C(=O)NCc2cc(C)n(C)n2)sc1-c1ccccc1	-1.9	-48	16	66	-10	11	5	2	76	-66
COc1ccc(CCNc2oc(-c3ccccc3OC)nc2C#N)cc1OC	-3.7	/	-16	102	-23	6	3	0	114	22
CCOc1ccc(NCc2nnc(SCc3ccc(Cl)cc3)n2-c2ccccc2)cc1	0.3	-32	7	76	16	6	2	-9	76	-41
CC1=C(C(=O)Nc2ccc(C)cc2C)C(c2ccc([N+](=O)[O-])cc2)n2ncnc2N1 (stereo not given)	-2.3	/	7	81	-31	9	-1	/	80	-38
O=C(NCc1ccccc1)c1ccc(Cl)cc1[N+](=O)[O-]	-0.8	16	-11	93	-3	2	4	/	96	-29
OC(CSc1c(Cl)cccc1Cl)CN1CCN(c2ccc(F)cc2)CC1 (stereo not given)	0.2	11	-6	83	3	26	5	0	78	-67
O=C(c1ccc(Oc2ccc(C(F)(F)F)cc2[N+](=O)[O-])cc1)N1CCOCC1	-1.8	-22	-3	89	-2	4	2	-3	93	7
CC(=O)Nc1cccc(-c2nnc(-c3ccccc3)o2)c1	-0.5	-16	-12	108	-16	19	-3	/	91	-16
CCCC(=O)Nc1cccc(-c2cn3ccsc3n2)c1	-1.6	30	19	107	-6	28	2	0	106	-2
O=C1CC(=C(c2ccccc2)c2ccccc2)C(=O)N1CCCN1CCN(c2cccc(Cl)c2)CC1	-4.0	-65	2	84	-3	18	1	-1	86	-34
CCCCOc1ccc(NC(=O)CSc2nnnn2C)cc1	-0.4	16	1	96	-3	20	0	-1	105	-46
Cc1ccccc1CS(=O)(=O)Cc1ccc(C(=O)NCC2CCCO2)o1 (stereo not given)	-0.9	34	-3	100	-10	10	1	0	103	1
O=C1CC(c2ccccc2)c2cc(O)ccc2O1 (stereo not given)	5.1*	-10	4	52	-7	4	-1	/	67	-18
COc1ccc(N2C(=O)CCC(C(=O)c3ccccc3)=C2C)cc1	0.1	-5	5	85	7	5	0	0	84	-52
CN(C)CCNC(=O)c1ccc(-c2nn(C)c(=O)c3ccccc23)cc1	-0.8	8	-8	91	9	5	2	2	90	-81
CCN(CC)CCNC(=O)c1cc(Sc2nnc(C)s2)nc2ccccc12	-4.0	/	1	72	2	18	1	0	88	-21
O=C(COC(=O)CCC1CCCCC1)Nc1ccc(OC(F)F)cc1	0.2	-19	-6	91	-10	7	3	/	95	-24
CC(C)(C)c1ccc(CS(=O)(=O)CC2(O)CCN(C(=O)c3cccc(C(F)(F)F)c3)CC2)cc1	-2.0	-16	-16	90	-1	17	2	/	95	-49
COc1ccccc1-n1c(C)nc(=O)c(-c2ccccc2)c1C	-1.8	8	2	105	-12	3	0	0	94	-22
Cc1cccc(N2CN(Cc3cccnc3)CNC2=S)c1C	-0.3	/	-18	101	3	4	4	-1	90	-21
O=C(O)c1ccc(-n2c(-c3cc(-c4ccco4)[nH]n3)n[nH]c2=S)cc1	-2.0	-17	-1	102	-18	1	2	/	96	1
CC(C)c1ccccc1NC(=S)NN(Cc1ccccc1)c1ccccc1	-2.5	/	6	44	-9	4	15	/	48	7

Screening results from PubChem BioAssay.
